Compound activity: PubChem, National Center for Advancing Translational Sciences (NCATS)
ALDH1A1 block = ALDH1A1 (human) enzyme inhibition; P00352; Purified ALDH1A1, NADH fluorescence, propionaldehyde substrate; Potency, µM (top dose mostly 75.3 µM), inactives show at the top dose activity, negative = inhibition, hits mostly inhibitors; actives 7.3% (n = 220,000); AID 1030; active = well fitted inhibition curve with a large enough effect, not every such curve was filed as active; inconclusive = small, poorly fitted or top-dose-only effect, or another doubt; inactive = no such curve, though single readings can be large or run the other way;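 also: plate controls were no enzyme wells and a reference inhibitor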
Target sequence (P00352 whole entry, looked up): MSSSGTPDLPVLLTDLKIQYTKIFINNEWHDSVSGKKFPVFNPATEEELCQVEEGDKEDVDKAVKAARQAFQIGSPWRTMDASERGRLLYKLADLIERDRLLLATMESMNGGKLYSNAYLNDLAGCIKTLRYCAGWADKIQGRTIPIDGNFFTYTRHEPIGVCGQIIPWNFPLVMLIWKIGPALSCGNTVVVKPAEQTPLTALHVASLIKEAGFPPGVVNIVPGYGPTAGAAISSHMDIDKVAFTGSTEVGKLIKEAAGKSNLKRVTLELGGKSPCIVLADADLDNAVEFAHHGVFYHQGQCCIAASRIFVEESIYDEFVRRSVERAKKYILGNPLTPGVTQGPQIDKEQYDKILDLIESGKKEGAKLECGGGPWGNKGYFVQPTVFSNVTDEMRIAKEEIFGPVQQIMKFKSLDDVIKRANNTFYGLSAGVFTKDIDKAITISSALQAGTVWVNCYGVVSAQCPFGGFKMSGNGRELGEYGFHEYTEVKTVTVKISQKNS
SMN2 splice up = SMN2 splice variant enhancement; HEK293 SMN2-luciferase splicing reporter, luminescence, 30-36 h; Potency, µM (doses to about 46.1 µM), without a hit: top-dose activity change, positive = activation, hits mostly activators; actives 2.8% (n = 210,000); AID 1458; also: % of control where 0% means no effect; nearly all actives have a fitted effect of over 55% in size
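HEK293 cells carry an SMN2 […]–luciferase reporter in which exon 7 inclusion puts luciferase in frame. Cells were plated 10-12 h before compound addition, then incubated 30-36 h at 37C. ONE-Glo luminescence was read; sodium butyrate at 4.5 mM final served as control.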
HTT ATP protect = protects HTT-Q103 PC12 cells, measured by ATP; PC12 HTT-Q103 induced, cytoprotection, ATP luminescence, 40 h; Potency, µM (series often up to 56.4 µM), for inactives: cytoprotection (ATP increase), usual class: activators; actives 0.14% (n = 230,000);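 also: % of control where 0% means no effect; nearly all actives have a fitted effect of over 45% in size; toxic huntingtin expression switched on by the ecdysone agonist tebufenozide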
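Compounds were screened for protection of PC12 cells against cell death after tebufenozide induction (100 nM final) of mutant Huntingtin exon 1 (Q103) fused to GFP.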
An asterisk follows results filed as active; u = inconclusive; [ ] = another dose, or the depositor's remark. Unless noted, calls follow the shape of the dose curve; as a rule, active = well fitted activation curve with a large enough effect; inconclusive = small, poorly fitted or top-dose-only effect; inactive = no such curve, though single readings can be large or run the other way. Potency is read from the fitted curve at half-maximal effect. An excerpt, so the mix of outcomes need not match the whole.

SMILES	ALDH1A1 block	SMN2 splice up	HTT ATP protect
C[C@@H](N=C(N)N)C(=O)O	14%[13.5 µM]	-6%[9.22 µM]	2%[10 µM]
c1ccc(C(c2ccccc2)N2CC[C@@]3(CCCNC3)C2)cc1	u	-23%	-72%[inhibitor]
CN(C)S(=O)(=O)c1ccc(Nc2ccc(O)c3c2C(=O)c2c([N+](=O)[O-])ccc(O)c2C3=O)cc1	-1%[13.5 µM]	-14%[9.22 µM]	-12%[10 µM]
O=C(O)c1ccc(Cl)c(Cl)c1	3%	-13%	-13%
COc1ccc(Oc2ncc3ncc(=O)n(Cc4cccs4)c3n2)cc1	u	-15%	4%
O=C(c1csnn1)N1CCC2(CC1)CCN(c1ccccn1)CC2	u	-13%	-50%[inhibitor]
O=C(c1cccc(F)c1)N1CCC[C@@]2(CCN(c3ccccn3)C2)C1	u	-12%	26%
CC(=O)N1CCC2(CCCN(c3ccncc3)C2)CC1	-1%	5%	9%
COc1cccc2c1[C@H](CO)N1[C@H](C#N)[C@@H]3C[C@H](C(=O)O)[C@@H]([C@@H]1C2)N3C	6%[13.5 µM]	-66%[inhibitor][9.22 µM]	-51%[inhibitor][10 µM]
CC(C)NC(=O)N1CCC2(CC1)CCN(C(=O)c1cc(C(F)(F)F)cc(C(F)(F)F)c1)CC2	3%	-14%	-13%
CCCCC(CC)COP(=O)(OCC(CC)CCCC)OCC(CC)CCCC (stereo not drawn)	-4%	-3%	12%
N[C@@H](Cc1ncccn1)C(=O)O	-12%[13.5 µM]	9%[9.22 µM]	-5%[10 µM]
Nc1cccc(S(=O)(=O)O)c1	u	-2%	2%
O=C(c1csnn1)N1CCC2(CCN(Cc3nccs3)CC2)CC1	4%	-14%	5%
O=C(c1cccc(F)c1)N1CCC2(CCN(Cc3cc(C(F)(F)F)cc(C(F)(F)F)c3)CC2)CC1	-4%	-16%	-6%
O=C(O)CCCc1ccc2ccccc2c1	-5%[13.5 µM]	-3%[9.22 µM]	-2%[10 µM]
O=C(Cl)c1ccccc1[N+](=O)[O-]	0%	-2%	-13%
Cc1c2cnccc2c(C)c2c1c1ccccc1n2CCOC(=O)c1ccccc1	-15%[13.5 µM]	0%[9.22 µM]	17%[10 µM]
Cc1noc(C)c1C(=O)N1CCC2(CCN(Cc3ccccc3)CC2)CC1	6%	12%	-22%
CN(C)c1ccc2nc3c(C(=O)O)cc(=O)c(O)c-3oc2c1	3%[13.5 µM]	-7%[9.22 µM]	-5%[10 µM]
N/C(CC/C(N)=N/O)=N\O	0%[13.5 µM]	-8%[9.22 µM]	-4%[10 µM]
O=C(c1cnccn1)N1CCC[C@@]2(CCN(Cc3cc(C(F)(F)F)cc(C(F)(F)F)c3)C2)C1	5%	1%	13%
O=c1ccnc(SCc2ccc(Cl)cc2)[nH]1	-1%[13.5 µM]	-5%[9.22 µM]	-11%[10 µM]
CCOC(=O)Nc1nc(-c2ccccc2)c(C)s1	u	-10%[9.22 µM]	-14%[10 µM]
O=C(c1cccc(F)c1)N1CCC[C@@]2(CCN(Cc3ccccc3)C2)C1	-7%	2%	u

7 of the compounds above, in CSV form:
SMILES,ALDH1A1 block,SMN2 splice up,HTT ATP protect
O=C(c1csnn1)N1CCC2(CC1)CCN(c1ccccn1)CC2,u,-13%,-50%[inhibitor]
O=C(c1cccc(F)c1)N1CCC[C@@]2(CCN(c3ccccn3)C2)C1,u,-12%,26%
CC(=O)N1CCC2(CCCN(c3ccncc3)C2)CC1,-1%,5%,9%
COc1cccc2c1[C@H](CO)N1[C@H](C#N)[C@@H]3C[C@H](C(=O)O)[C@@H]([C@@H]1C2)N3C,6%[13.5 µM],-66%[inhibitor][9.22 µM],-51%[inhibitor][10 µM]
CC(C)NC(=O)N1CCC2(CC1)CCN(C(=O)c1cc(C(F)(F)F)cc(C(F)(F)F)c1)CC2,3%,-14%,-13%
CCCCC(CC)COP(=O)(OCC(CC)CCCC)OCC(CC)CCCC (stereo not drawn),-4%,-3%,12%
N[C@@H](Cc1ncccn1)C(=O)O,-12%[13.5 µM],9%[9.22 µM],-5%[10 µM]

Back to the main list with the 2 entries that preceded the break.
SMILES	ALDH1A1 block	SMN2 splice up	HTT ATP protect
CCOC(=O)Nc1nc(-c2ccccc2)c(C)s1	u	-10%[9.22 µM]	-14%[10 µM]
O=C(c1cccc(F)c1)N1CCC[C@@]2(CCN(Cc3ccccc3)C2)C1	-7%	2%	u
COc1ccccc1CN1CC[C@@]2(CCCN(C(C)=O)C2)C1	6%	3%	5%
Cc1ccc2nc(-c3ccc(NC(=O)c4ccc(N)cc4)c(S(=O)(=O)O)c3)sc2c1	u	4µM*	-27%[10 µM]
Cc1noc(C)c1C(=O)N1CCC2(CCN(Cc3ccc(C#N)cc3)CC2)CC1	-4%	-36%[inhibitor]	-8%
O=C(O)c1cc(Cl)cc(Cc2cc(Cl)cc(C(=O)O)c2O)c1O	u	-7%[9.22 µM]	-12%[10 µM]
N#C[C@H]1CN[C@H](N)N[C@@H]1N	5%[13.5 µM]	-20%[9.22 µM]	1%[10 µM]
COc1ccccc1CCn1c(=O)c(-c2cc(F)cc(F)c2)nc2cncnc21	u	-7%	24%
CCNc1ncc2ncc(=O)n(CCc3ccccc3)c2n1	u	-6%	-8%
OCCNc1ncnc2c1ncn2[C@@H]1O[C@@H](CO)[C@H](O)[C@@H]1O	-6%[13.5 µM]	7%[9.22 µM]	-8%[10 µM]
O=C(c1cccc(F)c1)N1CCC2(CC1)CCN(c1ccncc1)CC2	20%	-30%	15%
O=C(O)CC(C(=O)O)C(CC(=O)O)C(=O)O (stereo not drawn)	2%	1%	-7%
COc1ccc(NC(=O)N2CCCC3(CCN(C(=O)c4c(C)noc4C)CC3)C2)cc1	-5%	0%	-7%
C[C@H](CN(C)C)C(=O)c1ccccc1C(=O)O	-2%[13.5 µM]	-12%[9.22 µM]	20%[10 µM]
O=C(c1csnn1)N1CCC2(CC1)CN(c1ccccc1)C2	3%	-28%	2%
COC(=O)N1CCC[C@@]2(CCN(C(=O)NC(C)C)C2)C1	17%	0%	14%
COCCn1c(=O)c(-c2cc(F)cc(F)c2)nc2cnc(N3CCNCC3)nc21	u	-11%	-1%
C[C@H](C(=O)c1ccncc1)c1ccccn1	3%[13.5 µM]	0%[9.22 µM]	-12%[10 µM]
O=C(c1ccncc1)N1CCC2(CCCN(c3cccc(-c4ccccc4)c3)C2)CC1	-9%	-26%	17%
S=C(Nc1ccc2c(c1)Cc1ccccc1-2)Nc1ccc2c(c1)Cc1ccccc1-2	2%[13.5 µM]	5%[9.22 µM]	12%[10 µM]
COCCn1c(=O)c(-c2cc(F)cc(F)c2)nc2cnc(Oc3cccc(Cl)c3)nc21	u	-14%	-67%[inhibitor]
COc1ccccc1CN1CCC2(CC1)CCN(C(=O)c1ccco1)CC2	u	-10%	4%
O=c1c(-c2ccccc2)nc2cnc(Oc3ccccc3)nc2n1Cc1cccs1	u	-16%	-39%[inhibitor]
COc1ccc(Oc2ncc3nc(-c4cn(C)c5ccccc45)c(=O)n(CCC#N)c3n2)cc1	-1%	2%	3%
O=C(Oc1ccccc1)N1CCC2(CCCN(c3cccc(-c4ccccc4)c3)C2)CC1	-8%	-12%	-70%[inhibitor]
CC(C)NC(=O)N1CC2(CCN(S(=O)(=O)c3ccccc3)CC2)C1	2%	9%	u
CC(C)Nc1ccccc1	13%	9%	-55%[inhibitor]
SMILES	ALDH1A1 block	SMN2 splice up	HTT ATP protect
O=C(c1ccco1)N1CCC2(CC1)CCN(c1cccc(-c3ccccc3)c1)CC2	28µM*	-40%[inhibitor]	u
N#Cc1cccc(NC(=O)N2CC3(CCN(C(=O)c4cnccn4)CC3)C2)c1	-6%	-26%	-49%[inhibitor]
CC(C)(C)c1ccc(OCC2CO2)cc1 (stereo not drawn)	-6%	-1%	-18%
O=C(O)c1ccncc1.O=C(O)c1ccncc1.[NH2-].[NH2-].[Pt]	20%[13.5 µM]	-7%[9.22 µM]	-7%[10 µM]
O=C(O)[C@@H]1CCN(Cc2oc(CO)cc(=O)c2O)C1	1%[13.5 µM]	-1%[9.22 µM]	-3%[10 µM]
C[C@H](Oc1ccc(Oc2cnc3ccc(Cl)cc3n2)cc1)C(=O)O	-2%[13.5 µM]	-5%[9.22 µM]	3%[10 µM]
COc1ccc(-c2csc3c2[N+]2=CCC=C2C3=O)cc1	-10%[13.5 µM]	-13%[9.22 µM]	-52%[inhibitor][10 µM]
N/N=C1/c2ccccc2N[C@H]1OC(=O)Nc1cccc(Cl)c1	23%[13.5 µM]	-8%[9.22 µM]	6%[10 µM]
CN1CCN(c2nc3c(c(=O)n(C)c(=O)n3C)n2C)CC1	-7%[13.5 µM]	-5%[9.22 µM]	-2%[10 µM]
Nc1ccc(-c2ccc(Nc3cc(S(=O)(=O)O)c(N)c4c3C(=O)c3ccccc3C4=O)cc2)c(S(=O)(=O)O)c1	-15%[13.5 µM]	-18%[9.22 µM]	3%[10 µM]
Cc1nc2cnc(N3CCN(C)CC3)nc2n(Cc2cccs2)c1=O	u	1%	8%
NC(N)=N/N=C(\c1ccc(Cl)cc1)C1CC1	-9%[13.5 µM]	-10%[9.22 µM]	14%[10 µM]
Clc1ccc(C=Nc2ccc3c(c2)Cc2ccccc2-3)c(Cl)c1	-5%[13.5 µM]	2%[9.22 µM]	9%[10 µM]
O=C(c1csnn1)N1CCC2(CC1)CN(C(c1ccccc1)c1ccccc1)C2	-7%	-7%	u
O=C(O)CC(CC(=O)O)C(=O)O	5%[13.5 µM]	-16%[9.22 µM]	-15%[10 µM]
CC(C)NC(=O)N1CCC2(CC1)CCN(S(C)(=O)=O)CC2	5%	-11%	-24%
N#Cc1ccccc1	10%	-2%	-27%
O=C(c1cc(C(F)(F)F)cc(C(F)(F)F)c1)N1CCC2(CCCN(Cc3nccs3)C2)CC1	2%	-19%	-35%
COc1ccc(Br)c2c1C[C@H](C(=O)O)CC2	-8%[13.5 µM]	-6%[9.22 µM]	-1%[10 µM]
Cc1c(Cl)cccc1NC(=O)C[C@H]1Sc2ccccc2NC1=O	18%[13.5 µM]	-6%[9.22 µM]	-3%[10 µM]
CC(=O)N1CCC2(CC1)CCN(c1cccc(-c3ccccc3)c1)CC2	-11%	-47%[inhibitor]	u
CC1=C/C(=N/O)C([C@H]2C=C(C)CC(C)(C)[C@@H]2O)C(C)(C)C1 (stereo partly drawn)	7%[13.5 µM]	-15%[9.22 µM]	-5%[10 µM]
O=C(c1cnccn1)N1CCC2(CCCN(c3ccccc3)C2)CC1	-3%	-13%	-2%
O=C(c1cccc(F)c1)N1CCC2(CC1)CCN(c1ccccn1)CC2	u	-40%[inhibitor]	10%
O=Cc1ccc(CO)o1	u	4%	2%
SMILES	ALDH1A1 block	SMN2 splice up	HTT ATP protect
CCNc1ncc2nc(C)c(=O)n(Cc3cccc(OC)c3)c2n1	u	1%	-37%[inhibitor]
CCC=O	u	-7%	4%
O=C(O)c1ccc(OCc2ccccc2)c(Cl)c1	-3%[13.5 µM]	-6%[9.22 µM]	-10%[10 µM]
O=C(O)CC[C@@H](C(=O)O)N1C(=O)[C@@H]2[C@@H]3CC[C@H](C3)[C@@H]2C1=O	6%[13.5 µM]	-5%[9.22 µM]	5%[10 µM]
CN(C)C[C@@H](O)c1ccc(Cl)c2ccccc12	-6%[13.5 µM]	0%[9.22 µM]	-9%[10 µM]
CC(C)CN1CCC2(CC1)CCN(C(=O)c1cc(C(F)(F)F)cc(C(F)(F)F)c1)CC2	1%	3%	-13%
CC(C)(O)CCC(C)(C)O	u	2%	-3%
C[C@]12CC[C@H]3c4ccc(O)cc4CC[C@@H]3[C@H]1CC[C@@H]2OC(=O)CCc1ccccc1	-1%[13.5 µM]	6%[9.22 µM]	-1%[10 µM]
Cn1cccc1C(=O)N1CCC2(CCCN(C(=O)Nc3cccc(C#N)c3)C2)CC1	4%	-21%	9%
O=C(c1ccco1)N1CCC2(CC1)CN(c1ccccc1)C2	14µM*	-37%[inhibitor]	0%
CCN(CC)c1ccc2c(C)cc(=O)oc2c1	u	-5%	-19%
CC(=O)Nc1ccc(-c2cc(C(=O)O)c3cc4ccccc4cc3n2)cc1	u	0%[9.22 µM]	-37%[inhibitor][10 µM]
Cn1c(=O)c2[nH]c(CCCCC(=O)O)nc2n(C)c1=O	u	2%[9.22 µM]	5%[10 µM]
CC(C)C=O	-15%	0%	-6%
NS(=O)(=O)c1ccc(NC(=O)Nc2cccc3ccccc23)cc1	4%[13.5 µM]	-7%[9.22 µM]	0%[10 µM]
COC(=O)N1CCC2(CCN(Cc3ccccc3OC)CC2)CC1	5%	-8%	28%
COCC(=O)N1CCC2(CC1)CN(Cc1nccs1)C2	-7%	-9%	-29%
Brc1cc(Br)c(Oc2cc(Br)c(Br)cc2Br)cc1Br	7%	2%	18%
O=S(=O)(c1ccccc1)N1CCC2(CCCN(Cc3nccs3)C2)CC1	u	-14%	10%
